KCNH2 3.1 block: blocks the human KCNH2 3.1 channel isoform; U2OS KCNH2 3.1, thallium flux FluxOr; hits give low values; activity change, % (tested at about 1.8 µM); AID 720553; 340,000 compounds, 0.95% hits;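 active = maximum activity change below -70%; inconclusive = maximum activity change from -70% to -50%; inactive = maximum activity change above -50%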;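 note: thallium influx rate constant from kinetic fluorescence after stimulation buffer; % is set by controls: 0 for no effect and ±100 for the full control effect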
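Steps: virus added to U2OS suspension (4 h, RT, dark); medium with 10% FBS added, cells plated, 37 C overnight; FluxOr/Red40 loading buffer 45 min RT; stimulation buffer, 2 min kinetic read; rate constant normalized.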
MBNL1 CUG block: MBNL1-poly(CUG) RNA binding inhibition; TR-FRET MBNL1-His/biotin-(CUG)12 binding, 665/545 ratio; Potency, µM (titrated, usually from 57.5 µM), without a hit: at the top dose activity change, negative = inhibition, actives largely listed as inhibitors; 280,000 compounds, 0.036% hits; active = well fitted inhibition curve with a large enough effect in the signal ratio, with a control signal flat, not every such curve was filed as active; inconclusive = small, poorly fitted or top-dose-only effect, or effect the other way, or a change in a side signal; inactive = no such curve, though single readings can be large or run the other way; the % refers to the signal ratio; note: potency is the fitted concentration of half-maximal effect; % is set by controls: 0 for no effect and ±100 for the full control effect
Target sequence (Q9NR56 whole entry, looked up): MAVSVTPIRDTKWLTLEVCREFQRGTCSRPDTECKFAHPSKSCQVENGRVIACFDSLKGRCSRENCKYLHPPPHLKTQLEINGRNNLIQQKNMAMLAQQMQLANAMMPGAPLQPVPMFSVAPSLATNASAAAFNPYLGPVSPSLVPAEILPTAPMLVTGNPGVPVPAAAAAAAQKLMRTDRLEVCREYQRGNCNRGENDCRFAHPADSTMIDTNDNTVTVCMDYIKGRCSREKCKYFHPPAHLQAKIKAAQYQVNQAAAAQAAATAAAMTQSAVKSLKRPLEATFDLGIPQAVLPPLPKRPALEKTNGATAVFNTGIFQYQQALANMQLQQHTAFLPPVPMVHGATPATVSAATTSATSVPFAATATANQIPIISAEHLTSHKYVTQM
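Ratiometric TR-FRET (665 over 545 nm, excitation 340 nm) tracks disruption of MBNL1-His/biotin-(CUG)12 complex after 60 min at room temperature, with compounds at 92 nM to 58 uM final.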
FLuc modulator: counter-screen for miR-21 project: firefly luciferase inhibitors or activators; P08659; purified FLuc, Km substrates, luminescence inhibition; Potency, µM (doses to about 57.5 µM), for the others: at the top dose activity change, negative = inhibition, hits mostly inhibitors; 360,000 compounds, 6.9% hits; AID 588342;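 note: potency is the fitted concentration of half-maximal effect; plate controls were vehicle for no effect and reference inhibitor for full effect; nearly all actives have a fitted effect of over 55% in size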
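Biochemical qHTS of compounds, final roughly 60 µM downward over six points, against 10 nM purified firefly luciferase using Km concentrations of substrates (10 uM D-luciferin, 10 uM ATP) in Tris acetate pH 7.5 buffer; luminescence output.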
NPC1 prom act: activators of NPC1 promoter | Huh7 NPC1 promoter luciferase reporter, 24 h | AID 485313 | 320,000 compounds, 2.4% hits | Potency, µM (titrated, usually from 9.22 µM), for the others: at the top dose activation, hits mostly activators;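 note: potency is the fitted concentration of half-maximal effect; % of control where 0% means no effect; nearly all actives have a fitted effect of over 60% in size; reporter is driven by a mutant NPC1 promoter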
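Huh7 reporter cells (NPC1 promoter driving luciferase) are dosed with compound for 24 h at 37 °C, 5% CO2; luciferase detection reagent is then added and luminescence measured after 10 min at ambient temperature.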
Mito fusion act: mitochondrial division inhibition or fusion activation. S. cerevisiae fusion-defective mutant growth rescue, CellTiterGlo 48 h. Potency, µM (titrated, usually from 46.1 µM), inactives show at the highest dose growth rescue (activation), actives largely listed as activators. 320,000 compounds, 0.23% hits. AID 485298;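 note: potency is the fitted concentration of half-maximal effect; % of control where 0% means no effect; nearly all actives have a fitted effect of over 45% in size; temperature-sensitive fusion mutants such as fzo1-1 at 37 °C on non-fermentable ethanol glycerol medium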
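Compounds are tested for their ability to restore growth of mitochondrial fusion-defective yeast strains at non-permissive 37C in YPEG medium over 48 hours. Viability is quantified by luciferase luminescence.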
ELG1 DNA repair: ELG1-dependent DNA repair inhibition. HEK293T ELG1-luciferase reporter, luminescence, 16 h; DNA damage induced by 5-fluorouridine. Potency, µM (titrated, usually from 46.1 µM), without a hit: at the highest dose activity change, negative = inhibition, most hits filed as inhibitors. 330,000 compounds, 2.3% hits. AID 504467; note: potency is the fitted concentration of half-maximal effect; % is set by controls: 0 for no effect and ±100 for the full control effect; nearly all actives have a fitted effect of over 55% in size
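Step one: seed 2,000 cells per well. Step two: pin-transfer compound or DMSO alongside 5-fluorouridine. Step three: incubate 16 hr, 37 °C, 5% CO2. Step four: add ONE-Glo, wait 30 min, read luminescence.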
VP16 counter: inhibits Gal4-VP16 luciferase reporter, ROR gamma counter-screen; Drosophila S2 Gal4-VP16 UAS-luciferase, luminescence, 20 h; Potency, µM (doses to about 53.6 µM), inactives show at the top dose activity, negative = inhibition, actives largely listed as inhibitors; 310,000 compounds, 3.5% hits; AID 2546;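 note: Gal4-VP16 expression switched on by copper sulfate through the metallothionein promoter; potency is the fitted concentration of half-maximal effect; % is set by controls: 0 for no effect and ±100 for the full control effect; nearly all actives have a fitted effect of over 50% in size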
Menin MLL FP TR: displaces Texas Red mutant MLL peptide from human menin; 270,000 compounds, 0.23% hits; AID 1768; Potency, µM (series often up to 61.6 µM), inactives show at the top dose FP activity change, negative = inhibition, usual class: inhibitors; Menin + Texas Red MLL mutant peptide, fluorescence polarization; O00255; active = well fitted inhibition curve with a large enough effect in the polarisation, with a control signal flat, not every such curve was filed as active; inconclusive = small, poorly fitted or top-dose-only effect, or effect the other way, or a change in a side signal; inactive = no such curve, though single readings can be large or run the other way; the % refers to the polarisation; note: potency is the fitted concentration of half-maximal effect; % of control where 0% means no effect; many of its hits are not listed in these tables
Target sequence (O00255 whole entry, looked up): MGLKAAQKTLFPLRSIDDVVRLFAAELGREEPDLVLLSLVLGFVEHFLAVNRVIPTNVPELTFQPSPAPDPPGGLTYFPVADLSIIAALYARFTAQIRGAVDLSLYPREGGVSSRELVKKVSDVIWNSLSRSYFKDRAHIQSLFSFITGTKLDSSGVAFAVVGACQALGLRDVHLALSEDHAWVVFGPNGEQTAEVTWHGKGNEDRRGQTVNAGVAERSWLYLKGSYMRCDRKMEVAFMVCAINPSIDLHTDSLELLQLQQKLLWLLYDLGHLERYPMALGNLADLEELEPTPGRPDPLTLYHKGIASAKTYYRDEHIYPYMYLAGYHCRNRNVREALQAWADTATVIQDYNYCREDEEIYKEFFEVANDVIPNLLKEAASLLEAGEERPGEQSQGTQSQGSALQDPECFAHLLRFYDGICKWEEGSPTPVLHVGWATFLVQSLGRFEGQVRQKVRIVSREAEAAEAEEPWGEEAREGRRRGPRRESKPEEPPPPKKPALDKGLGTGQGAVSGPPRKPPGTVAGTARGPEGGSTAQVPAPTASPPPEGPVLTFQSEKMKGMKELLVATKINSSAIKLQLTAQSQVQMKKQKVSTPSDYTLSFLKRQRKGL
RORgamma inh: ROR gamma (mouse) transcription inhibition | Drosophila S2 Gal4-RORgamma UAS-luciferase reporter, 20 h | Potency, µM (top dose mostly 53.6 µM), without a hit: at the top dose activity change, negative = inhibition, usual class: inhibitors | 310,000 compounds, 5.4% hits | P51450; note: potency is the fitted concentration of half-maximal effect; % is set by controls: 0 for no effect and ±100 for the full control effect; nearly all actives have a fitted effect of over 60% in size
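In this cell-based reporter format, copper sulfate (700 uM final) drives Gal4–ROR gamma fusion expression from a metallothionein promoter in Drosophila Schneider cells; compounds preincubated 1 hr, reporter read after 20 hr at ambient temperature.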
PKM2 activator: increases activity of human pyruvate kinase M2 | P14618 | purified PKM2, Kinase-Glo ATP luminescence, activation; response scale: 0% is enzyme alone, no compound | Potency, µM (doses to about 57.5 µM), inactives show top-dose activation, most hits filed as activators | 260,000 compounds, 0.34% hits | AID 1631; note: potency is the fitted concentration of half-maximal effect; % is set by controls: 0 for no effect and ±100 for the full control effect; nearly all actives have a fitted effect of over 55% in size
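Kinase-Glo luminescence reports ATP generated from ADP (0.1 mM) and PEP (0.5 mM) by purified hPK-M2 after 1 h at room temperature, pH 7.2 imidazole buffer; intermediate enzyme activity allows detecting inhibitors and activators.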
Rab9 promoter act: Rab9 promoter activation. Huh7 Rab9 promoter-luciferase reporter, luminescence, 24 h. Potency, µM (titrated, usually from 9.22 µM), for the others: top-dose activation, negative = inhibition, actives largely listed as activators. 320,000 compounds, 2.8% hits; note: potency is the fitted concentration of half-maximal effect; % of control where 0% means no effect; nearly all actives have a fitted effect of over 60% in size
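Rab9 promoter-driven luciferase in stably transfected Huh7 cells; 1500 cells/well rested 2 h, exposed to compound in DMSO for 24 h at 37 °C, 5% CO2. Luminescence read 10 min after adding luciferase reagent at ambient temperature.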
An asterisk follows results filed as active; u = inconclusive; x = not tested or not shown; & = joins results of further samples; [ ] = another dose, or the depositor's remark. Unless noted, calls come from the whole dose curve; as a rule, active = well fitted curve in the direction sought with a large enough effect; inconclusive = small, poorly fitted or top-dose-only effect, or another doubt; inactive = no such curve, though single readings can be large; an effect the other way counts as inactive or inconclusive. Not all compounds are listed; count on the stated rates, not on these rows.

SMILES	KCNH2 3.1 block	MBNL1 CUG block	FLuc modulator	NPC1 prom act	Mito fusion act	ELG1 DNA repair	VP16 counter	Menin MLL FP TR	RORgamma inh	PKM2 activator	Rab9 promoter act
CCc1ccc2ncc(S(=O)(=O)c3ccc(C)c(C)c3)c(N3CCCC3)c2c1	-26.9	12.9%	10.6%	-5.9%	-1.7%	17.4%	u	-14.5%	u	22.4%	12.1%
c1ccc(-n2nc3ccccc3n2)cc1	2.6	-12.7%	19µM*	-1.2%	-2.1%	u	1.2%	2.4%	-14.6%	0.1%	-4.0%
O=C1CC(N2CCN(c3ccccc3Cl)CC2)C(=O)N1c1ccccc1 (centres undefined)	-19.0	6.8%	1.4%	-5.9%	-6.3%	4.7%	4.2%	0.0%	6.7%	-5.8%	-7.2%
Cc1cccc(N(CC(=O)NC2CC3CCC2C3)S(=O)(=O)c2ccccc2)c1 (centres undefined)	-6.4	-5.6%	4.7%	-1.9%	1.2%	-3.0%	-12.0%	x	-7.9%	-0.7%	-6.1%
CN(C)CCNc1c(N)c(=O)oc2ccccc12	2.3	0.5%	-1.2%	-5.7%	5.9%	-2.2%	-10.0%	17.6%	3.7%	18.5%	-14.9%
O=C(NCc1ccon1)C1CCC(=O)N(CCc2cccc(F)c2)C1 (centres undefined)	-24.8	0.4%	0.1%	2.1%	3.2%	-0.3%	x	-7.4%	x	1.1%	-4.0%
Cc1nc2ccccc2n1-c1nc(-c2ccco2)cc(C(F)(F)F)n1	6.8	2.7%	0.1%	-36.6%[inhibitor]	2.9%	-3.2%	7.9%	5.0%	-35.8%	3.7%	-34.3%[inhibitor]
Cc1ccc(S(=O)(=O)CC(=O)c2ccccc2[N+](=O)[O-])cc1	3.4	u	1.4%	1.3%	-2.0%	1.2%	9.1%	18.5%	0.0%	4.0%	-5.9%
Cc1ccc(S(=O)(=O)N(C)C)cc1NC(=O)COC(=O)COc1ccc2c(c1)CCC2	3.4	x	-15.6%	1.7%	1.3%	-1.7%	x	x	x	x	-0.2%
CCOc1cccc(-c2nnc(SCC(=O)Nc3cccc(OC)c3)n2N)c1	-16.2	3.3%	-0.5%	3.0%	1.0%	-6.1%	1.6%	-10.6%	-29.0%	0.2%	8.2%
O=Cc1c(NCc2ccc(F)cc2)c2ccccc2[nH]c1=O	-18.3	-4.9%	-3.2%	3.5%	0.5%	4.0%	-1.4%	6.0%	0.8%	-4.4%	-2.9%
CCN(CC)S(=O)(=O)c1cccc(NC(=O)CC2CCCC2)c1	21.5	0.2%	-0.9%	-0.5%	-7.9%	u	-9.2%	x	8.0%	x	2.5%
C/C=C\C(=O)Nc1cccc(C2=NOC3(C2)C[C@@H](C(N)=O)N(C(=O)c2ccccc2)C3)c1 (some centres undefined)	0.0	8.9%	4.2%	-1.9%	-5.8%	10.3%	-17.4%	x	-1.1%	-1.4%	-10.5%
C=CC(COCc1ccccc1)N(C(=O)OC(C)(C)C)S(=O)(=O)c1ccccc1Br (centres undefined)	-3.1	-2.9%	-0.1%	-4.0%	1.5%	27.5%	-4.1%&-0.7%	8.9%	39.3%&30.5%	0.4%	-2.9%
O=C(COC(=O)Cc1ccc(Br)cc1)NCc1ccc(F)cc1	-23.7	-2.6%	-8.0%	1.5%	2.2%	18.4%	-6.4%	-9.6%	5.7%	0.1%	1.5%
Cc1ccc(N2C(=O)CN(Cc3ccccc3)C2=S)cc1C	-3.2	-5.3%	1.8%	1.9%	25.5%	-1.6%	0.6%	12.8%	9.4%	x	-0.8%
COc1ccc2nc(NC(=O)c3ccoc3C)sc2c1	13.7	6.0%	1.2µM*	0.631µM*	-10.2%	u	u	18.0%	u	-64.9%	0.447µM*
Cc1ccc2c(c1)N(CCC(=O)NCc1cccs1)C(=O)C(C)O2 (centres undefined)	0.4	4.1%	-1.5%	-3.4%	2.5%	-13.0%	u	x	5.7%	4.7%	1.8%
Cc1[nH]c2ccc(F)cc2c1CCN(Cc1ccncc1)C(=S)Nc1cccc(F)c1	-10.5	11.2%	5.6%	-0.3%	10.9%	u	-17.2%	u	u	9.9%	-4.1%
CC(=O)Nc1ccc(S(=O)(=O)Nc2ccccc2C(=O)N2CCCCC2)cc1	10.0	-5.1%	3.8%	1.9%	11.1%	1.3%	2.4%	-29.4%	-6.7%	5.4%	-1.4%
Cc1ccccc1C(=O)NC(=S)NCCc1ccccc1	-0.3	-11.7%	-4.1%	-0.9%	19.0%	23.7%	u	3.2%	7.94µM*	3.2%	-2.4%
COc1cc(OC)c(C2=Nc3ccc(Br)cc3C(c3ccccc3)N2CC(=O)NN)cc1OC (centres undefined)	1.6	3.5%	2.7%	-8.9%	4.2%	8.9%	-3.3%	-13.7%	-15.3%	3.3%	-4.9%
COc1ccc2nc(NCc3cccnc3)sc2c1	-2.2	-10.6%	u	23.2%	-1.9%	u	-15.0%	2.2%	45.2%	-5.4%[11.5 µM]	u
CCC(=O)Nc1ccc2c(c1)nc(CCN1CCN(c3ccccc3)CC1)n2C	14.3	x	-0.2%	-2.0%	0.5%	-3.0%	1.8%	x	22.2%	0.4%	-3.2%
O=C(NCC1CCCO1)c1ccc2c(c1)C(=O)N(C1CCCCC1)C2=O (centres undefined)	4.2	u	-3.0%	-0.6%	1.7%	2.8%	10.1%	-0.4%	-7.9%	5.5%	2.4%
O=C1COc2ccc(C(=O)COC(=O)c3ccc(S(=O)(=O)C(F)F)cc3)cc2N1	-1.0	x	10.4%	0.0%	-10.6%	-3.1%	x	x	x	x	-1.4%
Oc1ccc2ccccc2c1CN1CCN(c2ccccc2F)CC1	-4.4	-1.2%	-18.5%	-3.9%	-0.7%	-7.5%	-4.5%	-13.0%	-33.6%	-2.9%	1.5%
O=c1cc2c(nn1Cc1ccc(Cl)cc1)-c1ccccc1CC2	-94.6*	19.6%	1.4%	12.0%	-14.0%	-15.5%	-2.2%	-0.5%	-12.0%	-3.3%	6.0%
CC1(C)Oc2ccc(/C=C/C(=O)N3CCOCC3)c(O)c2C(N2CCOCC2)C1O (centres undefined)	x	x	3.1%	2.0%	-2.7%	u	5.8%	-26.8%	16.8%	2.1%	-4.5%
CCc1ccc(/C=C2/SC(=S)N(CCC(=O)NCCCN3CCOCC3)C2=O)cc1	-7.3	u	5.36µM*	10.3%	-0.1%	14.9%	5.8%	-0.4%	16.0%	0.5%	-6.8%
O=C(CN(C(=O)CNC(=O)c1cccs1)c1ccc(F)cc1)NC1CCCC1	-15.6	-3.2%	3.1%	-4.9%	-1.4%	1.1%	1.6%	-3.3%	-8.4%	-9.0%	-2.8%
O=C(CCNS(=O)(=O)c1cccs1)NCc1ccccc1	11.7	-7.3%	1.5%	9.3%	1.8%	9.6%	8.7%	17.7%	2.4%	-10.9%	-0.8%
O=C(Nc1cccs1)Nc1ccc(F)cc1F	0.9	-1.0%	u	24.6%	9.8%	u	14.9%	2.8%	18.3%	9.5%	u
C=C1C(=O)O[C@H]2[C@H]1[C@@H](O)CC(=C)[C@@H]1CC(=O)[C@@H](C)[C@H]21	6.3	2.9%	0.4%	-6.7%	-25.1%	-14.2%	u	-2.1%	12.6µM*	x	-23.2%
O=C(CNC(=O)c1ccc(Br)o1)NNC(=O)COc1ccccc1Cl	-4.2	x	1.2%	-0.2%	4.7%	23.5%	x	x	x	x	-5.7%
CC1CCCC(C)N1C(=O)COC(=O)CNC(=O)c1ccccc1F (centres undefined)	2.4	x	0.5%	-2.0%	-4.8%	11.1%	x	x	x	x	-1.7%
Cc1c(O)ccc2c3c(c(=O)oc12)CCCC3	-17.4	4.0%	-11.7%	0.2%	22.6%	1.1%	-5.5%	2.3%	25.1%	-4.7%	10.7%
O=S(=O)(c1ccc(F)cc1)N1CCc2ccccc2C1	25.0	-3.4%	9.0%	2.2%	3.3%	-12.4%	-4.9%	u	-1.7%	4.5%[11.5 µM]	-0.3%
CCn1nnnc1SCC(=O)Nc1nc2ccc(OC)cc2s1	-6.2	-0.4%	12µM*	22.9%	-0.6%	u	7.6%	-4.5%	u	4.8%	19.9%
O=C(COC(=O)c1ncc(Cl)c(Cl)c1Cl)NCc1cccs1	12.0	x	-0.5%	-0.6%	-4.7%	7.9%	x	x	x	x	-3.0%

High-throughput results deposited in PubChem by National Center for Advancing Translational Sciences (NCATS).
